Source: PubChem
MrgX1 agonist – agonists of human MrgX1 receptor, primary screen, HEK293 cells, Fluo-4 calcium flux; Mas-related G-protein coupled receptor member X1 (Homo sapiens), Q96LB2; Fluo-4 calcium fluorescence, agonist mode; hits give high values; B-score at 10 µM; 310,000 tested, 0.44% active;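 active = calcium response B-score plate-corrected fluorescence ratio at least 3 library SD, with starting fluorescence B-score inside 5 SD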
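Test system: Stable human MrgX1 HEK293 cell line | Schedule: Overnight plating before 1 h dye loading | Read-out basis: Baseline-normalised fluorescence change ratio, B-scored | Detection: Kinetic calcium dye fluorescence, Fluo-4 NW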
KCNK9 block – KCNK9 potassium channel inhibitors, primary screen, HEK293 cells, thallium flux. FluxOR thallium flux fluorescence; hits give low values. B-score at 10 µM. 310,000 tested, 1.2% active;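 active = ratio B-score over 3 SD below the library mean, with starting fluorescence within 5 SD of its mean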;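 also: negative B-score means less thallium flux so channel inhibition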
TMEM16A act – TMEM16A chloride channel activators or potentiators, primary screen, cell-based, HTS. Anoctamin-1 (Mus musculus), Q8BHY3. HEK293 TMEM16A/YFP-H148Q/I152L, iodide quench fluorescence; hits give low values. B-score at 10 µM. 340,000 tested, 0.3% active. AID 623877, 2012;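 active = fluorescence-ratio B-score plate-corrected deviation score at least 3 library SD below zero, with starting fluorescence score within 5 deviations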;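 also: channel opened by trigger with iodide after compound preincubation; score built on the fluorescence ratio of max minus min over baseline; more negative score means more quench and so TMEM16A activation or potentiation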
RGS4 act – RGS4 potentiators or activators, primary screen, cell-based, HEK293 M3R inducible RGS4, calcium flux; carbachol calcium flux Fluo4; hits give low values; B-score at 10 µM; 310,000 tested, 0.92% active; AID 463111, 2010;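 active = B-score of the integrated calcium signal more than 4 SD below the library mean, with starting fluorescence not abnormally high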;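 also: negative B-score means reduced calcium response which marks RGS4 activation or potentiation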
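test system = M3R-expressing HEK293 line, RGS4 induced by doxycycline | probe or stimulus = carbachol at ECmax as muscarinic agonist stimulus | timing = dye loading 30 min 37 °C, buffer rest 30 min RT | signal = calcium dye Fluo4 fluorescence | evaluation = B score from integrated fluorescence ratio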
RGS4 block – RGS4 inhibitors, primary screen, cell-based, HEK293 M3R inducible RGS4, calcium flux | Regulator of G-protein signaling 4 (Homo sapiens), P49798 | Fluo-4 calcium flux; hits give high values; triggered by carbachol at its EC20 | B-score at 10 µM | 310,000 tested, 0.45% active | AID 463165, 2010;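 active = B-score, a plate-corrected calcium signal, over three deviations above library mean, with baseline fluorescence within five deviations of library mean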;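 also: RGS4 expression induced by doxycycline in cells with stable M3 receptor; B-score is computed from the integrated fluorescence ratio over baseline after carbachol; higher B-score means a larger calcium signal and so more RGS4 inhibition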
hERG rescue – hERG rescue from dofetilide block, primary screen, cell-based, CHO-hERG, FluxOR thallium flux, dofetilide IC70. 310,000 tested, 0.51% active. dofetilide IC70 present. Voltage-gated inwardly rectifying potassium channel KCNH2 (Homo sapiens), Q12809. activation (rescue from dofetilide block), less the hit threshold, % at 10 µM. AID 1511, 2009;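 active = activation above the mean of controls blocked by dofetilide plus 5 SD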;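 also: thallium influx through hERG after potassium depolarization seen as dye fluorescence rise; in these data hits start at about 4.7%; inactives centre near -7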
MrgX1 allo act – positive allosteric modulators of MrgX1, primary screen, HEK293 cells, Fluo-4 calcium flux | AID 588675, 2011 | 310,000 tested, 0.63% active | Mas-related G-protein coupled receptor member X1 (Homo sapiens), Q96LB2 | FDSS; hits give high values | B-score at 10 µM;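 active = plate-corrected calcium response at least 3 library SD above typical, normal starting fluorescence, not activating the receptor alone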;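 also: compound read alongside a low EC10 to EC30 dose of BAM8-22 agonist; peak minus trough fluorescence over baseline measured at the second addition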
KCNQ1 act – potentiators or activators of KCNQ1 channel, primary screen, cell-based, thallium flux, high-throughput; CHO-K1 KCNQ1, thallium flux FluxOR fluorescence; hits give high values; B-score at 10 µM; 310,000 tested, 0.35% active; Potassium voltage-gated channel subfamily KQT member 1 (Homo sapiens), P51787; AID 2648, 2010;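 active = fluorescence ratio B-score, a plate-corrected score, at least three library SD, with initial intensity B-score within 5 SD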
Target sequence (P51787 whole entry, looked up): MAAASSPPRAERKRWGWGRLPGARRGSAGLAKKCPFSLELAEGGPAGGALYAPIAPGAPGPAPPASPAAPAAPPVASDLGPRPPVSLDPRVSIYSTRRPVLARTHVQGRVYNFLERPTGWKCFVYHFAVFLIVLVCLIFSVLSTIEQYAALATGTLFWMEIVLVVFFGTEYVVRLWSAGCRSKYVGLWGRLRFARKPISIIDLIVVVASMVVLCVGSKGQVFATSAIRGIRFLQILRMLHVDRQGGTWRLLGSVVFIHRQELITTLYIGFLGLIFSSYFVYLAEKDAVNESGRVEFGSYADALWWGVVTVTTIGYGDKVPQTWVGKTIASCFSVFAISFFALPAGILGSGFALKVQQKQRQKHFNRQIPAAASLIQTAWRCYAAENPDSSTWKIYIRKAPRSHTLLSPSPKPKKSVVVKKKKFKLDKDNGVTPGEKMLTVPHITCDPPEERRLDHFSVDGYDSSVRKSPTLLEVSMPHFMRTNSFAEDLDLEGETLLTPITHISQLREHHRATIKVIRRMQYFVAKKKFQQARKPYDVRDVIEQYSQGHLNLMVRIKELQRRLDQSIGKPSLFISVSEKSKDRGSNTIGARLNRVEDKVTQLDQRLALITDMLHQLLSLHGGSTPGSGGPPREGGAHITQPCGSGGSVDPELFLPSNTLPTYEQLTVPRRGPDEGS
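Assay system: CHO-K1 cells stably expressing KCNQ1; Medium: assay buffer with matched DMSO; Also added: K+/Tl+ depolarizing stimulus; Dosing: single dose; Timing: dye 90 min, compound 20 min, room temperature; Measured by: kinetic FluxOR thallium fluorescence, 10-s 1-Hz baseline, 110-s post-stimulus read; Read-out: peak-minus-minimum fluorescence over initial fluorescence, negative-control normalized, B-scored.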
KCNK3 inh – human KCNK3 channel inhibitors, primary screen, CHO cells, FluxOR thallium flux, B-score. 340,000 tested, 0.84% active. AID 602410, 2012. B-score at 10 µM. Potassium channel subfamily K member 3 (Homo sapiens), O14649. FluxOR fluorescence; hits give low values;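 active = B-score under library mean minus 4 SD, starting fluorescence ratio at most library mean plus 5 SD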;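 also: more negative B-score means stronger inhibition of thallium flux through KCNK3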
Target sequence (O14649 whole entry, looked up): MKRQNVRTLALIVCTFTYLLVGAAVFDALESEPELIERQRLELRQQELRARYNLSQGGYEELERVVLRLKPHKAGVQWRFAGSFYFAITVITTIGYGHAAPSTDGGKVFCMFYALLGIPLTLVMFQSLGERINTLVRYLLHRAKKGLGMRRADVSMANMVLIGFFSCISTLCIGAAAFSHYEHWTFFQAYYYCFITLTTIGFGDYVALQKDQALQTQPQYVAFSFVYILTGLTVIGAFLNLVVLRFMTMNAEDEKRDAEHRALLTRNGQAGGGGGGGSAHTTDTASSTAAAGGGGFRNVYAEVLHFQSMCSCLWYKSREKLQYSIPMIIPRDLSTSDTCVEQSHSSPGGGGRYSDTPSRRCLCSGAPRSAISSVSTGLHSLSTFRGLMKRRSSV
ANO1 block – TMEM16A chloride channel inhibitors, primary screen, cell-based, HTS; HEK293 TMEM16A/YFP iodide influx fluorescence, ionomycin; Anoctamin-1 (Mus musculus), Q8BHY3; normalized B-score (activity score, 25-100; higher = stronger inhibition) at 10 µM; 310,000 tested, 1.2% active;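 active = ratio plate-corrected score three or more library SD toward inhibition, starting fluorescence score within five deviations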;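 also: score derived from kinetic fluorescence span divided by baseline fluorescence per well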
KCNQ1 inh – inhibitors of human KCNQ1 channel, primary screen, cell-based, thallium flux, high-throughput; Potassium voltage-gated channel subfamily KQT member 1 (Homo sapiens), P51787; 310,000 tested, 1.3% active; AID 2642, 2010; B-score at 10 µM; CHO-K1 KCNQ1, FluxOR thallium flux fluorescence; hits give high values;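 active = compounds whose thallium flux B-score, printed positive for inhibition, exceeds three library SD while starting fluorescence stays within three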;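 also: channel opened by potassium depolarization with thallium stimulus after 20 min compound exposure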
* = called active by the depositor; i = inactive; . = no result given.

SMILES	MrgX1 agonist	KCNK9 block	TMEM16A act	RGS4 act	RGS4 block	hERG rescue	MrgX1 allo act	KCNQ1 act	KCNK3 inh	ANO1 block	KCNQ1 inh
Cn1nnnc1SCC(=O)Nc1c(Cl)cccc1Cl	i	i	i	i	i	-3	i	i	i	i	i
COc1cccc(NC(=O)c2ccccc2)c1	i	.	i	.	.	.	i	.	i	i	.
Cc1ccccc1CC1(CO)CCCN(C(=O)Cc2c(F)ccc(F)c2F)C1 (centres undefined)	i	i	i	i	i	-5	i	i	i	i	i
O=P(CCC(F)(F)F)(CCC(F)(F)F)CCC(F)(F)F	i	i	i	i	i	-3	i	i	i	i	i
CCc1cc(=O)oc2cc(C)cc(OCC(=O)NCc3ccccn3)c12	i	i	i	i	i	-12	i	i	i	i	i
O=C(c1ccccc1)N1N=C(C(F)(F)F)CC1(O)c1ccc(F)cc1 (centres undefined)	i	i	i	i	i	-2	i	i	i	100*	i
COc1ccccc1CN(CC(=O)NCc1ccco1)C(=O)CNS(=O)(=O)c1ccc(C)cc1	i	i	i	i	i	-4	i	i	i	i	i
COc1cccc(CN(C)C(=O)c2ccc3c(=O)n4c(nc3c2)CCC4)c1OC	i	i	i	i	i	-8	i	i	i	i	i
Cc1ccc(CNC(=O)CN2C(=O)NC(C)(c3cccc(Br)c3)C2=O)cc1 (centres undefined)	i	i	i	i	i	-5	i	i	i	i	i
COc1cccc(CC(NC(C)=O)C(=O)NC2CCN(c3c(Cc4ccccc4)c(C)nc4ncnn34)CC2)c1 (centres undefined)	i	i	i	i	i	-5	i	i	i	i	i
O=[N+]([O-])c1cc(/C=N/N2CCCCC2)ccc1Cl	i	i	i	i	i	-18	i	i	i	i	i
CC(C)c1c(C(=O)N/N=C/c2ccc(C(F)(F)F)cc2)nnn1-c1nonc1N	i	i	i	i	i	-2	i	i	i	i	i
O=C(CO/N=C/c1ccc(OC(F)F)cc1)NC1CCCCCC1	i	i	i	i	i	-7	i	i	i	i	i
O=C(COC(=O)CSc1ccc(Br)cc1)NCc1ccco1	i	i	i	i	i	-13	i	i	i	i	i
CCC(CC)C(=O)N(c1ccc(F)cc1)C1C=CS(=O)(=O)C1 (centres undefined)	i	i	i	i	i	4	i	i	i	i	i
CC1CCCCN1C(=O)c1cc(Cl)ccc1[N+](=O)[O-] (centres undefined)	i	i	i	i	i	-5	i	i	i	i	i
Cn1c(NNC(=O)/C=C/c2ccc3c(c2)OCO3)cc(=O)n(C)c1=O	i	i	i	i	i	-7	i	i	i	i	i
Cc1ccc(-c2csc(=Nc3cccnc3)n2CCCN2CCCC2=O)cc1C	i	i	i	i	i	-9	i	i	i	i	i
COc1ccc(-c2cc(C(F)(F)F)n3nc(N)nc3n2)cc1	i	i	i	i	i	-10	i	i	i	i	i
CCCc1cnc(N2CCN(C(=S)NC)CC2)nc1	i	i	i	i	i	-9	i	i	i	i	i
CSc1nc2ccc(S(=O)(=O)N3CCCCC3)cc2s1	i	i	i	i	i	-8	i	i	i	i	i
O=C(O)c1nccnc1C(=O)Nc1ccc(Cl)cn1	i	i	i	i	i	0	i	i	i	i	i
COc1ccccc1C(=O)NCC(=O)NCC1(N2CCCCC2)CCCCC1	i	i	i	i	i	-4	i	i	i	i	i
Cc1ccc(NC(=S)Nc2cc(C)on2)cc1	i	i	i	i	i	-1	i	i	i	i	i
Cc1ccc(N(C(=O)CNC(=O)c2ccco2)C(C(=O)NC2CCCC2)c2cccnc2)cc1F (centres undefined)	i	i	i	i	i	-1	i	i	i	i	i
Cc1nc(Nc2ccc(Cl)cc2)c2oc3ccccc3c2n1	i	i	i	i	i	-6	i	i	i	i	i
Cc1ccccc1C(=NCCCN(C)C)c1ccccc1C	i	i	i	-9.3*	i	-8	i	i	i	i	i
COc1ccc(Cl)cc1S(=O)(=O)n1ccnc1C(C)C	i	i	i	i	i	-9	i	i	i	i	i
CCOc1ccc(CCNC(=O)c2ccc3c(=O)n4c(nc3c2)CCCCC4)cc1	i	i	i	i	i	-7	i	i	i	i	i
CN1CCN(c2ccc(NC(=O)c3ccc(-c4ccc(Cl)cc4)o3)cc2)CC1	i	i	i	i	i	-23	i	i	i	i	i
O=C(c1ccc(Br)s1)N1CCN(Cc2ccc3c(c2)OCO3)CC1	i	i	i	i	i	-10	i	i	i	i	i
Nc1nnc(Cc2cccc(Br)c2)s1	i	i	i	i	i	-3	i	i	i	i	i
COc1cc(C2C(C#N)=C(N)OC3=C2C(=O)CCC3)cc2c1OCO2 (centres undefined)	i	i	i	i	i	-7	i	i	i	i	i
CCc1cccc2c(C#N)cn(CC(=O)NCc3ccco3)c12	i	i	i	i	i	-5	i	i	i	i	i
COc1ccc2ccccc2c1CNCCCN1CCOCC1	i	i	i	i	i	-7	i	i	i	i	i
Cn1c(=O)c2cc(S(=O)(=O)Nc3ccc4c(c3)OCO4)ccc2n(C)c1=O	i	i	i	i	i	-5	i	i	i	i	i
O=C(O)CCn1ccc2cc(S(=O)(=O)N3CCCCCC3)ccc21	i	i	i	i	i	-6	i	i	i	i	i
CCOC(=O)c1nc(SC)n(C)c1C(=O)OCC	i	i	i	i	i	-5	i	i	i	i	i
CCCC(=O)N=c1sc2c(OC)ccc(OC)c2n1C	i	i	i	i	i	-3	i	i	i	i	i
O=C(Cc1nnc(NC(=O)c2ccccc2)s1)N/N=C/c1cccc(O)c1	i	i	i	i	i	-5	i	i	i	i	i
CC12CCC3c4ccc(O)cc4CCC3C1CC(O)C2O (centres undefined)	i	i	i	i	i	-6	i	i	i	i	i
CN(C(=O)CC1C(=O)NCCN1Cc1cccc(F)c1F)C1CC(C)(C)NC(C)(C)C1 (centres undefined)	i	i	i	i	i	-3	i	i	i	i	i
COC(=O)c1sccc1-c1ccc(C(=O)Nc2cccc(Cl)c2)o1	i	i	i	i	i	-15	i	i	i	i	i
COc1ccc(CC(=O)n2c(CC#N)nc3ccccc32)cc1OC	i	i	i	i	i	-3	i	i	i	i	i
c1ccc(COc2ccc(OCCCN3CCCCC3)cc2)cc1	i	i	i	-7.7*	i	-11	i	i	i	i	i
NS(=O)(=O)c1ccc(N/N=C/c2ccc3c(c2)OCO3)c([N+](=O)[O-])c1	i	i	i	i	i	-6	i	i	i	i	i
Cc1ccc(C(=O)Nc2ccc(CN3CCS(=O)(=O)CC3)cc2)cc1C	i	i	i	i	i	-1	i	i	i	i	i
CCc1sc(C(=O)Nc2ccc3c(c2)OCCO3)cc1Br	i	i	i	i	i	-12	i	i	i	i	i
CCN(CC(=O)NC(C)C)Cc1nc2sc3c(c2c(=O)[nH]1)CCC3	i	i	i	i	i	-6	i	i	i	i	i
CCOC(=O)N1CCN(S(=O)(=O)c2c(C)nn(C)c2C)CC1	i	i	i	i	i	-1	i	i	i	i	i
Cn1c(Cn2c(=O)sc3ccccc32)nnc1SCc1ccccn1	i	i	i	i	i	-6	i	i	i	i	i
CSc1nnc(CNS(=O)(=O)c2ccc(Cl)cc2)n1C	i	i	i	i	i	-6	i	i	i	i	i
Cc1nc2ccc(S(=O)(=O)NC(C(=O)Nc3nc4ccc(Cl)cc4s3)C(C)C)cc2s1 (centres undefined)	i	i	i	i	i	-3	i	i	i	i	i
O=C(Nc1ccc(Cl)cc1)c1cccs1	i	-7.2*	i	i	i	-14	i	i	i	25*	i
Cc1cc(N2CCN(C3CCCCC3)CC2)nc2cccc(O)c12	i	i	i	i	i	-7	i	i	i	i	i
Fc1ccc(C2CCCCN2Cc2nc(CC3CC3)no2)cc1 (centres undefined)	i	i	i	i	i	-8	i	i	i	i	i
Cc1ccc(C)c(N2CCN(C(=O)CCCn3c(=S)[nH]c4cc5c(cc4c3=O)OCO5)CC2)c1	i	i	i	i	i	-12	i	i	i	i	i
COc1cc(-c2nc3ccc(C)cn3c2Nc2ccc3c(c2)OCCO3)ccc1O	i	i	i	i	i	-14	i	i	i	i	i
CCOc1ccccc1C(=O)NCC(=O)NNC(=O)CN(C)S(=O)(=O)c1ccc(Cl)cc1	i	i	i	i	i	-6	i	i	i	i	i
Cc1ncc([N+](=O)[O-])n1CCOC(=O)NC(NCc1cccnc1)C(Cl)(Cl)Cl (centres undefined)	i	i	i	i	i	-7	i	i	i	i	i
Further results.
SMILES	MrgX1 agonist	KCNK9 block	TMEM16A act	RGS4 act	RGS4 block	hERG rescue	MrgX1 allo act	KCNQ1 act	KCNK3 inh	ANO1 block	KCNQ1 inh
COc1ccc(S(=O)(=O)N2CCCC(C(=O)NC3CC3)C2)cc1OC (centres undefined)	i	i	i	i	i	-13	i	i	i	i	i
CCOCCCNC(=S)N1CCN(CC)CC1	i	i	i	i	i	-7	i	i	i	i	i
O=C(Oc1c(-c2ccccc2)c(=O)n2c3c(cccc13)CC2)c1ccco1	i	i	i	i	i	-5	i	i	i	i	i
C=COCCNC(=S)Nc1cccc(Cl)c1	i	i	i	i	i	-4	i	i	i	i	i
Cc1ccc(S(=O)(=O)NCCCN2CCOCC2)c(C)c1	i	i	i	i	i	-3	i	i	i	i	i
Cc1cc(C(=O)CSc2nnc(N)s2)c(C)n1-c1c(C)n(C)n(-c2ccccc2)c1=O	i	i	i	i	i	-10	i	i	i	i	i
COc1ccc2ccn(S(=O)(=O)c3ccccc3)c2c1	i	i	i	i	i	-9	i	i	i	i	i

Not a hit list; 6.3% or so of the library scored in one or more.
